MITF inh: human MITF inhibition, primary screen; O75030; AlphaScreen MITF homodimerization, bead proximity signal; inhibition, % at 2.6 µM; 650,000 compounds, 0.91% hits; AID 1259374; in the data active means inhibition above about 50%;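 further: 0% = vehicle wells with protein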
GPR151 ag: activators of human GPR151 | Q8TDV0 | PathHunter beta-arrestin GPR151 cells, luminescence | activation, % at 11.2 µM | 650,000 compounds, 1% hits | AID 1508602; in the data active means activation above about 4.9%;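 further: 0% = median of compound wells and 100% = cells with positive control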
Target sequence (Q8TDV0 whole entry, looked up): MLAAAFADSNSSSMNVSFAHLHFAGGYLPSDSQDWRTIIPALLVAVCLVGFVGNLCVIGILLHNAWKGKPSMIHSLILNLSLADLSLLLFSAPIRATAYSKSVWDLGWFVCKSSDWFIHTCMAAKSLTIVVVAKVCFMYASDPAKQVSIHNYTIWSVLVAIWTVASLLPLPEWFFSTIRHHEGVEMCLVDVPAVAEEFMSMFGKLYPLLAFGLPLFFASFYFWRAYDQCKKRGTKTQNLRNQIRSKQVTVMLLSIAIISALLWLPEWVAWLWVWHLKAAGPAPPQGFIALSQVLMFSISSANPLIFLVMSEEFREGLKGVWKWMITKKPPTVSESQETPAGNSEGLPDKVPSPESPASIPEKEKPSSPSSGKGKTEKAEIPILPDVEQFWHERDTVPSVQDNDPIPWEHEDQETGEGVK
FBW7 act: human FBW7 E3 ligase activation, primary screen | AlphaScreen FBW7–phospho-cyclin E peptide binding, activator screen | AID 1259310 | 650,000 compounds, 0.13% hits | normalized activity (activation), % at 26.1 µM | Q969H0; in the data active means normalized activity above about 1.9%;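 further: purified mutant Fbw7 with reduced substrate affinity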
Target sequence (Q969H0 whole entry, looked up): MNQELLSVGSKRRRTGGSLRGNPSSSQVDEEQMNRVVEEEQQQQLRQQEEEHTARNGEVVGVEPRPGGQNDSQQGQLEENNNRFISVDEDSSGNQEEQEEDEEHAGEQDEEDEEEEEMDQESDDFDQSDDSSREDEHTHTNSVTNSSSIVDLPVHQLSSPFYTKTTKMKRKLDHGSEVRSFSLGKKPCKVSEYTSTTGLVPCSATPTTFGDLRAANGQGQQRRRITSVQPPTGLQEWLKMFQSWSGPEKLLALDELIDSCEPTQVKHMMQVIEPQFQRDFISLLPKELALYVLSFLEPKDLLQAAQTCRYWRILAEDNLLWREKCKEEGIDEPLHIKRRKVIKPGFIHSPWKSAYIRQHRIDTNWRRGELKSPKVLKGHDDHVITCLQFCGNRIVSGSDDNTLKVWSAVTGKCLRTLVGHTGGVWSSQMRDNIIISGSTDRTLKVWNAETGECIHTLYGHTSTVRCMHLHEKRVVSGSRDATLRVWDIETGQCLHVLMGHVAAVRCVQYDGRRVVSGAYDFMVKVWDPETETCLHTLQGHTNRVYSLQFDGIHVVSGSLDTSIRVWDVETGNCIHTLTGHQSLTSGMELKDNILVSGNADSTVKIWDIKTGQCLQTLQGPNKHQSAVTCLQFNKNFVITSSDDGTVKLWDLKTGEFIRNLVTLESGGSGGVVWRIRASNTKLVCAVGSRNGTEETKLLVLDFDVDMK
TEAD-YAP block: TEAD-YAP interaction inhibition; HEK-TIYL cells, TEAD-Gal4/YAP UAS-luciferase luminescence; 640,000 compounds, 1.4% hits; inhibition, % at 9.12 µM; in the data active means inhibition above about 32%;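 further: 0% = median of test compound wells and 100% = reference inhibitor wells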
Starred values were filed as active, the others as inactive; & = joins results of further samples.

Screening Nc1n(N)c2ccccc2[n+]1CC(=O)c1ccccc1 returned MITF inh 3, GPR151 ag 0.6, FBW7 act 0.2 and TEAD-YAP block -44.
CCOC(=O)c1c(NC(=O)c2cc(Cl)ccc2[N+](=O)[O-])sc(C)c1C was read as MITF inh -2, GPR151 ag -0.3, FBW7 act 0.0 and TEAD-YAP block -5.
For O=C(Nc1ccc([N+](=O)[O-])cc1)C1C2CC3OC(=O)C1C3C2 (stereo not given) the results were MITF inh 2, GPR151 ag -0.3, FBW7 act 0.1 and TEAD-YAP block 8.
For Cn1c(=O)c2c(ncn2CC(=O)NC2CCSC2=O)n(C)c1=O (stereo not given) the results were MITF inh 8, GPR151 ag -0.5, FBW7 act -0.1 and TEAD-YAP block 7.
For CC(=O)Nc1ccc(S(=O)(=O)n2c(N)c(C#N)c3nc4ccccc4nc32)cc1 the results were MITF inh -2, GPR151 ag 1.8, FBW7 act 0.2 and TEAD-YAP block 10.
`COCCN(CC(=O)NCc1ccc(F)cc1)C(=O)CCC(=O)Nc1ccccn1` gave MITF inh 3, GPR151 ag 0.8, FBW7 act -0.1 and TEAD-YAP block 1.
Screening CN(C(=O)Cn1cc(C=O)c2cc(Br)ccc21)c1ccccc1 returned MITF inh 2, GPR151 ag 1.7, FBW7 act -0.2 and TEAD-YAP block 8.
CCCOCCOC(=O)c1[nH]c2c(c1C)C(=O)CC(c1cccs1)C2 (stereo not given) was read as MITF inh 17, GPR151 ag -0.1, FBW7 act 0.2 and TEAD-YAP block 56*.
`Nc1nc2ccc(Cl)cc2c2nc(-c3ccco3)nn12` gave MITF inh 18&11&-6, GPR151 ag -2.3&3.8&-0.6, FBW7 act 0.2&-0.1&-0.1 and TEAD-YAP block 12&12.
Screening O=C(NCCCc1ccncc1)C1CC12CCN(C(=O)c1cc(-c3ccccc3)no1)CC2 (stereo not given) returned MITF inh 17, GPR151 ag 6.1*, FBW7 act 0.8 and TEAD-YAP block 6.

Reprinted from the part before: 5 compounds, followed by the next part.
`COCCN(CC(=O)NCc1ccc(F)cc1)C(=O)CCC(=O)Nc1ccccn1` gave MITF inh 3, GPR151 ag 0.8, FBW7 act -0.1 and TEAD-YAP block 1.
Screening CN(C(=O)Cn1cc(C=O)c2cc(Br)ccc21)c1ccccc1 returned MITF inh 2, GPR151 ag 1.7, FBW7 act -0.2 and TEAD-YAP block 8.
CCCOCCOC(=O)c1[nH]c2c(c1C)C(=O)CC(c1cccs1)C2 (stereo not given) was read as MITF inh 17, GPR151 ag -0.1, FBW7 act 0.2 and TEAD-YAP block 56*.
`Nc1nc2ccc(Cl)cc2c2nc(-c3ccco3)nn12` gave MITF inh 18&11&-6, GPR151 ag -2.3&3.8&-0.6, FBW7 act 0.2&-0.1&-0.1 and TEAD-YAP block 12&12.
Screening O=C(NCCCc1ccncc1)C1CC12CCN(C(=O)c1cc(-c3ccccc3)no1)CC2 (stereo not given) returned MITF inh 17, GPR151 ag 6.1*, FBW7 act 0.8 and TEAD-YAP block 6.
Screening Cc1ccc(C(C[N+](=O)[O-])c2c(O)cc(C)oc2=O)cc1 (stereo not given) returned MITF inh 3, GPR151 ag 2.6, FBW7 act 0.0 and TEAD-YAP block 9.
`O=C(CCNc1ccc2ccccc2c1)c1ccc([N+](=O)[O-])cc1` gave MITF inh 11, GPR151 ag -0.7, FBW7 act -0.6 and TEAD-YAP block -24.
`CCCN(CCC)C(=O)C[n+]1cccc(/C=N/O)c1` gave MITF inh -15, GPR151 ag 1.0, FBW7 act 0.1 and TEAD-YAP block 2.
`O=C(NCCN1CCOC1=O)c1ccc([N+](=O)[O-])cc1` gave MITF inh 13, GPR151 ag 0.1, FBW7 act 0.0 and TEAD-YAP block -6.
`c1ccc(Nc2ccnc(NCc3cccnc3)n2)cc1` gave MITF inh 0, GPR151 ag 0.5, FBW7 act 0.0 and TEAD-YAP block -10.
`COc1ccccc1NC(=O)CC(NCCc1ccccc1)C(=O)O` (stereo not given) gave MITF inh 17, GPR151 ag -2.5, FBW7 act 0.6 and TEAD-YAP block 9.
Screening O=C1NC(c2ccncc2)Nc2ccccc21 (stereo not given) returned MITF inh 5, GPR151 ag 0.7, FBW7 act -0.4 and TEAD-YAP block 8.
COc1ccc(-c2cc(=O)oc3c(O)c(O)ccc23)cc1 was read as MITF inh -3, GPR151 ag 8.2*, FBW7 act -0.3 and TEAD-YAP block 14.
CCCC(=O)Nc1ccccc1C1(C)CC1 was read as MITF inh 59*, GPR151 ag -1.1, FBW7 act 0.0 and TEAD-YAP block 3.
For CC(C)(C)C(=O)Nc1sccc1C(N)=O the results were MITF inh 1, GPR151 ag 1.4, FBW7 act 0.2 and TEAD-YAP block -4.
`COc1ccccc1N=c1oc2ccc3ccccc3c2cc1C(N)=O` gave MITF inh -1, GPR151 ag 2.0, FBW7 act -0.1 and TEAD-YAP block 0.
`CCOc1ccc(-c2nnn(CC(=O)NCCc3ccccc3)n2)cc1OCC` gave MITF inh 0, GPR151 ag 0.0, FBW7 act -0.2 and TEAD-YAP block 0.
`COc1ccc(Cl)cc1NC(=O)c1sc2ncn(CC(=O)N3CCC(C)CC3)c(=O)c2c1C` gave MITF inh 0, GPR151 ag 0.1, FBW7 act -0.1 and TEAD-YAP block 0.
`C=CCOC(=O)C1=C(C)NC(SCC)=C(C#N)C1c1ccc(Cl)cc1` (stereo not given) gave MITF inh 9, GPR151 ag 0.7, FBW7 act 0.0 and TEAD-YAP block 10.
Cc1ccc(CNc2ccc(N3C(=O)C4CC=CCC4C3=O)cc2[N+](=O)[O-])cc1 (stereo not given) was read as MITF inh 12, GPR151 ag 1.7, FBW7 act -0.5 and TEAD-YAP block -5.
For OCc1ccc(CN2CCCC(c3[nH]ncc3-c3cccc(F)c3)C2)o1 (stereo not given) the results were MITF inh -2, GPR151 ag 1.1, FBW7 act 0.1 and TEAD-YAP block 0.
`CCC(c1nnnn1CS(=O)(=O)c1ccc(C)cc1)N1CCC(C(N)=O)CC1` (stereo not given) gave MITF inh -11, GPR151 ag -0.2, FBW7 act -0.2 and TEAD-YAP block -4.
For O=C(CSc1nc2c(c(=O)n1-c1ccc(Br)cc1)SCC2)N1CCCc2ccccc21 the results were MITF inh -5, GPR151 ag 1.5, FBW7 act -0.1 and TEAD-YAP block -9.
Cc1ccc2[nH]c(O)c(C(=O)C(=O)Nc3ccccc3)c2c1 was read as MITF inh -16, GPR151 ag -0.2, FBW7 act -0.2 and TEAD-YAP block -16.
For O=C(Nc1ccc(Cl)c(Cl)c1)N1CCN(c2ncc(C(F)(F)F)cc2Cl)CC1 the results were MITF inh -3, GPR151 ag -0.6, FBW7 act 0.0 and TEAD-YAP block 3.
For COC(=O)C1=C(C)NC(=O)NC1c1cc([N+](=O)[O-])ccc1O (stereo not given) the results were MITF inh 12, GPR151 ag -0.8, FBW7 act 0.1 and TEAD-YAP block 2.
`Cc1cc(C(=O)NC(=S)Nc2ccc(C(=O)O)cc2)ccc1[N+](=O)[O-]` gave MITF inh -2, GPR151 ag 0.1, FBW7 act 0.2 and TEAD-YAP block -1.
`CC(C)(C)c1ccc(C(=O)Nc2ccc(O)c(-c3nc4cc(Cl)ccc4o3)c2)cc1` gave MITF inh -7, GPR151 ag 1.2, FBW7 act -0.2 and TEAD-YAP block 1.
CCOc1ccc(C(=O)Nc2ccccc2C(N)=O)cc1[N+](=O)[O-] was read as MITF inh -11, GPR151 ag -0.9, FBW7 act -0.4 and TEAD-YAP block -18.
For CCOC(=O)c1c(NC(=S)NC(=O)c2ccc(F)cc2)sc2c1CCC2 the results were MITF inh -3, GPR151 ag -0.1, FBW7 act -0.1 and TEAD-YAP block 1.
Screening COc1ccc(CCNc2ncnc(N)c2[N+](=O)[O-])cc1OC returned MITF inh 9, GPR151 ag -0.4, FBW7 act 0.1 and TEAD-YAP block -11.
For COc1cc(N=Cc2c(O)n(C)c(=O)n(C)c2=O)cc(OC)c1OC the results were MITF inh 5, GPR151 ag -0.5, FBW7 act -0.1 and TEAD-YAP block -1.
Cc1ccc2cc(CN(CC3CCCO3)C(=O)c3ccccc3C)c3nnnn3c2c1 (stereo not given) was read as MITF inh 7, GPR151 ag 0.6, FBW7 act 0.0 and TEAD-YAP block 4.
CCOc1c(OC)cccc1C1C(C(=O)Nc2ccccc2)=C(C)Nc2ncnn21 (stereo not given) was read as MITF inh -16, GPR151 ag 0.5, FBW7 act 0.0 and TEAD-YAP block 12.
Screening CCOC(=O)C1CCCN(C(=O)Cn2cc(NC(=O)CCc3ccccc3OC)cn2)C1 (stereo not given) returned MITF inh 4, GPR151 ag 1.9, FBW7 act -0.1 and TEAD-YAP block 3.
For CCc1c(C)sc(NC(=S)N2CCN(C(=O)C3CCCO3)CC2)c1C(=O)OC (stereo not given) the results were MITF inh -1, GPR151 ag -1.7, FBW7 act 0.0 and TEAD-YAP block -1.
Cc1cc(C(=O)NC(C)CCC(C)C)c2ccccc2n1 (stereo not given) was read as MITF inh 1, GPR151 ag 4.3, FBW7 act 0.2 and TEAD-YAP block -1.
CCC1CN=C(Nc2ccc(C(C)=O)cc2)S1 (stereo not given) was read as MITF inh 6, GPR151 ag -3.5, FBW7 act 0.6 and TEAD-YAP block -41.
Cc1sc(NC(=O)CN(Cc2ccc(F)cc2)C(=O)C2CC2)c(C(N)=O)c1C was read as MITF inh -9, GPR151 ag -1.3, FBW7 act 0.1 and TEAD-YAP block 7.
`CC(=O)C1=C(C)OC(N)=C(C#N)C1c1ccsc1` (stereo not given) gave MITF inh 11, GPR151 ag 0.2, FBW7 act 0.6 and TEAD-YAP block 8.
`O=C(Cn1nnc(-c2cc(Cl)ccc2-n2cnnn2)n1)Nc1ccccc1F` gave MITF inh 18, GPR151 ag 0.6, FBW7 act 0.0 and TEAD-YAP block -7.
For COc1cc(/C=C(\C#N)C(=O)C(C)(C)C)cc(Br)c1O the results were MITF inh 49, GPR151 ag -1.0, FBW7 act 0.0 and TEAD-YAP block 8.
COCCNC(=O)c1cccc(OC2CCN(C/C=C/C(C)C)CC2)c1 was read as MITF inh -1, GPR151 ag -0.9, FBW7 act -0.1 and TEAD-YAP block -1.
Screening CCOc1cc(C)ccc1OCc1nnc(SCC(=O)Nc2ccc(F)cc2)n1C returned MITF inh 9, GPR151 ag 1.9, FBW7 act -0.1 and TEAD-YAP block 10.
CCCOCCCCCCCCCC(=O)O was read as MITF inh -4 and GPR151 ag -1.4.
For N#CCCN(C(=O)CN1C(=O)NC(Cc2c[nH]c3ccccc23)C1=O)c1ccccc1F (stereo not given) the results were MITF inh -10, GPR151 ag -0.4, FBW7 act 0.0 and TEAD-YAP block -7.
Screening Cc1nc2ccc3nc(NC(=O)c4ccc(C(=O)c5ccccc5)cc4)sc3c2s1 returned MITF inh 7, GPR151 ag 0.1, FBW7 act -0.2 and TEAD-YAP block -6.
Cc1nc(N2CCN(C)CC2)c2nnn(Cc3ccccc3F)c2n1 was read as MITF inh 0, GPR151 ag 0.4, FBW7 act 0.7 and TEAD-YAP block -21.
`Cc1ccccc1N=c1oc2ccccc2cc1C(=O)Nc1ccccc1` gave MITF inh 12, GPR151 ag -1.1, FBW7 act 0.0 and TEAD-YAP block -1.
Screening COc1ccccc1N1CCN(C2CCCN(S(=O)(=O)c3c(C)n[nH]c3C)C2)CC1 (stereo not given) returned MITF inh -3, GPR151 ag 0.9, FBW7 act -0.1 and TEAD-YAP block -6.
Screening CCOC(=O)c1cc(C(O)(C(F)(F)F)C(F)(F)F)c(/N=C/N(C)C)o1 returned MITF inh -1, GPR151 ag 0.9, FBW7 act 0.0 and TEAD-YAP block -2.
Screening CCN(CCCNC(=O)Cn1c(=O)oc2ccccc21)c1ccccc1 returned MITF inh -12, GPR151 ag -1.7, FBW7 act 0.1 and TEAD-YAP block -6.
Screening CC1=CC(=O)C=C(C)C1=N/C(C)=N/S(=O)(=O)c1ccc(C)cc1 returned MITF inh 3, GPR151 ag 0.6, FBW7 act 0.1 and TEAD-YAP block -2.
For O=C(NCc1c(F)cccc1F)c1ccc(Cn2cnc3ccccc32)o1 the results were MITF inh 15, GPR151 ag 0.4, FBW7 act 0.4 and TEAD-YAP block 2.
Screening CNS(=O)(=O)c1ccc(N=Cc2c(O)n(-c3ccc(Cl)cc3)c(=O)[nH]c2=O)cc1 returned MITF inh -6, GPR151 ag 0.3, FBW7 act -0.1 and TEAD-YAP block 3.
`Cc1nc2cc(C(F)(F)F)ccc2n1C1CCN(CC(=O)NC2CCCCC2)CC1` gave MITF inh 0, GPR151 ag -1.6, FBW7 act 0.8 and TEAD-YAP block 0.
`CCOc1ccc(C2Nc3ccc(C(=O)c4ccccc4)cc3NC3=C2C(=O)CCC3)cc1` (stereo not given) gave MITF inh 17, GPR151 ag 1.6, FBW7 act 0.2 and TEAD-YAP block 47*.
For COc1c(C)cc(S(=O)(=O)N2CCCC2)c(C)c1C the results were MITF inh 0, GPR151 ag 2.2, FBW7 act -0.1 and TEAD-YAP block -9.
For O=C(CCc1nnc(CCC2CCCCC2)o1)NC1CCOC1 (stereo not given) the results were MITF inh 10, GPR151 ag -0.5, FBW7 act 0.2 and TEAD-YAP block 5.

Arranged by length of the SMILES (highest first): part of the list above
Screening CNS(=O)(=O)c1ccc(N=Cc2c(O)n(-c3ccc(Cl)cc3)c(=O)[nH]c2=O)cc1 returned MITF inh -6, GPR151 ag 0.3, FBW7 act -0.1 and TEAD-YAP block 3.
For CCc1c(C)sc(NC(=S)N2CCN(C(=O)C3CCCO3)CC2)c1C(=O)OC (stereo not given) the results were MITF inh -1, GPR151 ag -1.7, FBW7 act 0.0 and TEAD-YAP block -1.
Cc1ccc2cc(CN(CC3CCCO3)C(=O)c3ccccc3C)c3nnnn3c2c1 (stereo not given) was read as MITF inh 7, GPR151 ag 0.6, FBW7 act 0.0 and TEAD-YAP block 4.
`CCOc1ccc(-c2nnn(CC(=O)NCCc3ccccc3)n2)cc1OCC` gave MITF inh 0, GPR151 ag 0.0, FBW7 act -0.2 and TEAD-YAP block 0.

Bioassay records from PubChem.
